T cruzi intra = inhibitors of intracellular Trypanosoma cruzi, primary screen, cell-based, plate reader, single point, set 2 | intracellular Trypanosoma cruzi in host cells | activity score (inhibition), % at 5.01 µM | 4.9% of 22,000 active | AID 651903, 2012; in the data active means activity score above about 55%;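 further: parasites and compound incubated about four days before reading; 0% = median of neutral control wells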
INS-1E rescue = protection of INS-1E cells from cytokine death, primary screen, ATP luminescence, single point | protection from cytokine-induced ATP loss, % at 10 µM | 0.1% of 20,000 active | AID 488910, 2010 | INS-1E cytokine-induced death, 48 h; normalised: neutral wells 0, positive control 100;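 active means mean replicate protection from cytokine-induced ATP loss at least 50% and at least 75% of replicates each reaching 50%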
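Assay system: INS-1E rat cells / Quantity: 8000 cells per well / Medium: RPMI without phenol red, 5% FBS / Probe or stimulus: three-cytokine cocktail (IFN-γ, TNF-α, IL-1β) / Dosing: one compound concentration, pin transfer / Timing: 48 h co-treatment, 10 min post-lysis read / Technique: CellTiter-Glo luminescence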
The depositor's hits bear a star; nt = no result given.

The line under a structure holds: T cruzi intra | INS-1E rescue
- Cc1ccc(S(=O)(=O)Nc2cccc3c2O[C@H](CN(C)C)[C@@H](C)CN([C@H](C)CO)C3=O)cc1
    -13 | 4
- C[C@@H]1CN([C@@H](C)CO)C(=O)Cc2cc(NC(=O)NC3CCCCC3)ccc2O[C@@H]1CN(C)CC1CCCCC1
    -14 | 7
- C[C@H](CO)N1C[C@H](C)[C@@H](CN(C)Cc2ccncc2)Oc2c(NC(=O)C3CCCCC3)cccc2C1=O
    12 | 7
- C[C@@H]1CCCCO[C@H](CN(C)S(C)(=O)=O)[C@@H](C)CN([C@H](C)CO)C(=O)c2cc(NS(=O)(=O)c3cn(C)cn3)ccc2O1
    -8 | 8
- C[C@H]1CN([C@@H](C)CO)C(=O)c2cccc(NC(=O)C3CC3)c2O[C@@H]1CN(C)C
    -31 | 3
- C[C@@H]1CN([C@@H](C)CO)C(=O)c2cc(NC(=O)Nc3ccc(C(F)(F)F)cc3)ccc2O[C@H]1CN(C)Cc1ccccc1
    18 | -22
- COc1ccc(S(=O)(=O)Nc2ccc3c(c2)CC(=O)N([C@H](C)CO)C[C@@H](C)[C@@H](CN(C)Cc2ccc(Cl)c(Cl)c2)O3)cc1
    55* | -12
- C[C@@H]1CN([C@H](C)CO)C(=O)c2cccc(NC(=O)NC3CCCCC3)c2O[C@H]1CN(C)C(=O)Nc1cccc2ccccc12
    3 | 2
- Cc1ccc(S(=O)(=O)N(C)C[C@H]2Oc3ccc(NS(=O)(=O)c4cn(C)cn4)cc3CC(=O)N([C@H](C)CO)C[C@H]2C)cc1
    -10 | 4
- C[C@@H]1CCCCO[C@@H](CN(C)C(=O)Nc2ccc(F)cc2)[C@@H](C)CN([C@H](C)CO)C(=O)c2cc(NC(=O)Nc3ccccc3)ccc2O1
    6 | 1

(more compounds)
The line under a structure holds: T cruzi intra | INS-1E rescue
- COc1ccc(NC(=O)Nc2cccc3c2O[C@@H](CN(C)C(=O)Nc2ccc(OC)cc2)[C@H](C)CN([C@@H](C)CO)C3=O)cc1
    -2 | 6
- C[C@H](CO)N1C[C@H](C)[C@@H](CN(C)C)Oc2ccc(NS(=O)(=O)c3cn(C)cn3)cc2C1=O
    -29 | nt
- Cc1ccc(S(=O)(=O)Nc2ccc3c(c2)CC(=O)N([C@@H](C)CO)C[C@H](C)[C@@H](CN(C)S(=O)(=O)c2ccc(Cl)cc2)O3)cc1
    6 | 3
- C[C@H]1CN([C@@H](C)CO)C(=O)c2cccc(NC(=O)Nc3ccc4c(c3)OCO4)c2O[C@H]1CN(C)S(=O)(=O)c1cccs1
    8 | -2
- C[C@@H]1CN([C@H](C)CO)C(=O)c2cccc(NC(=O)Nc3ccc4c(c3)OCO4)c2O[C@H]1CN(C)C(=O)Nc1ccc(C(F)(F)F)cc1
    -5 | -3
- Cc1noc(C)c1NC(=O)Nc1ccc2c(c1)C(=O)N([C@H](C)CO)C[C@H](C)[C@H](CN(C)C(=O)Nc1ccccc1)O2
    -10 | 8
- C[C@@H]1CN([C@@H](C)CO)C(=O)c2cc(NS(=O)(=O)c3ccccc3)ccc2O[C@@H]1CN(C)S(=O)(=O)c1cccs1
    0 | 3
- C[C@H](CO)N1C[C@H](C)[C@H](CN(C)C(=O)Nc2ccc3c(c2)OCO3)Oc2ccc(NS(=O)(=O)c3ccc(F)cc3)cc2CC1=O
    -7 | -5
- CC(C)NC(=O)N(C)C[C@H]1Oc2c(NC(=O)Nc3ccc(F)cc3)cccc2C(=O)N([C@@H](C)CO)C[C@H]1C
    -17 | 5
- C[C@@H]1CN([C@@H](C)CO)C(=O)c2cccc(NS(=O)(=O)c3cccs3)c2O[C@H]1CN(C)C(=O)Nc1ccc(F)cc1
    -13 | 4

3 entries from above, field by field.
C[C@H]1CN([C@@H](C)CO)C(=O)c2cccc(NC(=O)Nc3ccc4c(c3)OCO4)c2O[C@H]1CN(C)S(=O)(=O)c1cccs1
  T cruzi intra = 8
  INS-1E rescue = -2
CC(C)NC(=O)N(C)C[C@H]1Oc2c(NC(=O)Nc3ccc(F)cc3)cccc2C(=O)N([C@@H](C)CO)C[C@H]1C
  T cruzi intra = -17
  INS-1E rescue = 5
COc1ccc(NC(=O)Nc2cccc3c2O[C@@H](CN(C)C(=O)Nc2ccc(OC)cc2)[C@H](C)CN([C@@H](C)CO)C3=O)cc1
  T cruzi intra = -2
  INS-1E rescue = 6

Next part:
The line under a structure holds: T cruzi intra | INS-1E rescue
- C[C@@H]1CCCCO[C@H](CN(C)C(=O)Nc2ccc3c(c2)OCO3)[C@@H](C)CN([C@H](C)CO)C(=O)c2cc(NC(=O)NC3CCCCC3)ccc2O1
    21 | 2
- C[C@H](CO)N1C[C@H](C)[C@@H](CN(C)Cc2ccc(C(=O)Nc3ccccc3N)cc2)Oc2ccc(NC(=O)Nc3cccc4ccccc34)cc2C1=O
    26 | 3
- C[C@H](CO)N1C[C@H](C)[C@H](CN(C)S(=O)(=O)c2cccs2)Oc2ccc(NS(C)(=O)=O)cc2C1=O
    -6 | 0
- COc1ccc(S(=O)(=O)N(C)C[C@H]2Oc3ccc(NC(=O)CCN4CCOCC4)cc3C(=O)N([C@H](C)CO)C[C@H]2C)cc1
    2 | 6
- C[C@@H]1CN([C@@H](C)CO)C(=O)c2cccc(NC(=O)Nc3ccc(C(F)(F)F)cc3)c2O[C@@H]1CN(C)C
    -32 | -6
- C[C@@H]1CN([C@H](C)CO)C(=O)c2cc(NC(=O)c3ccncc3)ccc2O[C@H]1CN(C)Cc1ccc(Oc2ccccc2)cc1
    85* | -5
- C[C@H]1CN([C@@H](C)CO)C(=O)CCCn2cc(nn2)CO[C@@H]1CN(C)Cc1cccc(C(F)(F)F)c1
    1 | nt
- C[C@H](CO)N1C[C@H](C)[C@@H](CN(C)S(=O)(=O)c2ccc(Cl)cc2)Oc2ccc(NC(=O)NC3CCCCC3)cc2C1=O
    -3 | 4
- CC(C)NC(=O)Nc1ccc2c(c1)CC(=O)N([C@@H](C)CO)C[C@@H](C)[C@@H](CN(C)C(=O)NC1CCCCC1)O2
    -11 | 8
- Cc1noc(C)c1S(=O)(=O)N(C)C[C@H]1Oc2ccc(NC(=O)Cc3ccccc3)cc2CC(=O)N([C@@H](C)CO)C[C@@H]1C
    -2 | 8

Compound profiles, as listed above. Screens in order: T cruzi intra, INS-1E rescue
Cc1ccc(S(=O)(=O)N(C)C[C@H]2Oc3ccc(NS(=O)(=O)c4cn(C)cn4)cc3CC(=O)N([C@H](C)CO)C[C@H]2C)cc1 is listed with -10, 4
C[C@H]1CN([C@@H](C)CO)C(=O)CCCn2cc(nn2)CO[C@@H]1CN(C)Cc1cccc(C(F)(F)F)c1 is listed with 1, nt
C[C@@H]1CN([C@@H](C)CO)C(=O)c2cc(NS(=O)(=O)c3ccccc3)ccc2O[C@@H]1CN(C)S(=O)(=O)c1cccs1 is listed with 0, 3
C[C@H]1CN([C@@H](C)CO)C(=O)c2cccc(NC(=O)Nc3ccc4c(c3)OCO4)c2O[C@H]1CN(C)S(=O)(=O)c1cccs1 is listed with 8, -2
C[C@@H]1CN([C@@H](C)CO)C(=O)c2cccc(NC(=O)Nc3ccc(C(F)(F)F)cc3)c2O[C@@H]1CN(C)C is listed with -32, -6

(list continues)
The line under a structure holds: T cruzi intra | INS-1E rescue
- C[C@@H]1CN([C@H](C)CO)C(=O)c2cc(NS(=O)(=O)c3cccs3)ccc2O[C@H]1CN(C)C(=O)Nc1ccc2c(c1)OCO2
    1 | 8
- C[C@@H]1CN([C@H](C)CO)C(=O)c2cc(NC(=O)Nc3ccc4c(c3)OCO4)ccc2O[C@H]1CN(C)CC1CCCCC1
    -3 | -11
- COc1ccc(NC(=O)N(C)C[C@H]2Oc3c(cccc3N(C)C)C(=O)N([C@@H](C)CO)C[C@@H]2C)cc1
    -34 | 8
- C[C@@H]1CN([C@@H](C)CO)C(=O)c2cccc(NS(=O)(=O)c3ccc(Cl)cc3)c2O[C@@H]1CN(C)C(=O)Nc1cccc2ccccc12
    -13 | 5
- C[C@H]1CN([C@@H](C)CO)C(=O)c2cccc(NS(C)(=O)=O)c2O[C@H]1CN(C)S(C)(=O)=O
    -27 | -1
- C[C@H](CO)N1C[C@H](C)[C@@H](CN(C)C)Oc2ccc(NC(=O)Cc3ccccc3)cc2C1=O
    -9 | 5
- Cc1noc(C)c1S(=O)(=O)Nc1ccc2c(c1)CC(=O)N([C@H](C)CO)C[C@H](C)[C@H](CN(C)Cc1ccc(C(=O)Nc3ccccc3N)cc1)O2
    76* | 34
- C[C@H]1CN([C@@H](C)CO)C(=O)Cc2cc(NS(=O)(=O)c3ccccc3)ccc2O[C@@H]1CN(C)Cc1ccc(-c2ccccc2)cc1
    75* | -14
- C[C@H](CO)N1C[C@H](C)[C@@H](CN(C)S(=O)(=O)c2ccc(F)cc2)Oc2c(NC(=O)c3ccc(-c4nccs4)cc3)cccc2C1=O
    10 | 2
- COc1ccc(NC(=O)Nc2cccc3c2O[C@H](CN(C)C(=O)Nc2ccc(F)cc2)[C@@H](C)CN([C@@H](C)CO)C3=O)cc1
    -23 | -7

(further entries)
The line under a structure holds: T cruzi intra | INS-1E rescue
- COc1ccc(NC(=O)Nc2cccc3c2O[C@@H](CN(C)C(=O)Nc2ccccc2)[C@H](C)CN([C@@H](C)CO)C3=O)cc1
    -9 | 9
- Cc1noc(C)c1NC(=O)N(C)C[C@@H]1Oc2c(NC(=O)NC3CCCCC3)cccc2C(=O)N([C@@H](C)CO)C[C@H]1C
    2 | 14
- COc1ccc(CN(C)C[C@@H]2OCc3cn(nn3)CCCC(=O)N([C@H](C)CO)C[C@@H]2C)cc1
    -14 | nt
- Cc1noc(C)c1S(=O)(=O)Nc1cccc2c1O[C@@H](CN(C)S(=O)(=O)c1cccs1)[C@@H](C)CN([C@@H](C)CO)C2=O
    -7 | 2
- C[C@H]1CN([C@@H](C)CO)C(=O)c2cccc(NC(=O)C3CCCCC3)c2O[C@H]1CN(C)C(=O)Nc1cccc2ccccc12
    -8 | -1
- COc1ccc(S(=O)(=O)N(C)C[C@H]2Oc3c(NC(=O)c4cc(C)nn4C)cccc3C(=O)N([C@@H](C)CO)C[C@H]2C)cc1
    2 | 7
- C[C@H]1CN([C@@H](C)CO)C(=O)c2cc(NC(=O)CCCN(C)C)ccc2O[C@@H]1CN(C)S(=O)(=O)c1cn(C)cn1
    -27 | -3
- C[C@H]1CN([C@@H](C)CO)C(=O)c2cccc(NC(=O)C3CC3)c2O[C@H]1CN(C)C(=O)Nc1ccc2c(c1)OCO2
    -6 | 7
- C[C@@H]1CN([C@H](C)CO)C(=O)Cc2cc(NC(=O)Cc3cn(C)c4ccccc34)ccc2O[C@@H]1CN(C)Cc1ccccc1
    52 | -21
- Cc1cc(C(=O)Nc2cccc3c2O[C@@H](CN(C)Cc2ccc(C(=O)Nc4ccccc4N)cc2)[C@H](C)CN([C@@H](C)CO)C3=O)n(C)n1
    19 | 1

The list continues:
The line under a structure holds: T cruzi intra | INS-1E rescue
- O=C(N/N=C/C=C/c1ccccc1)c1ccccn1
    2 | -8
- C[C@@H]1CN([C@@H](C)CO)C(=O)c2cccc(NC(=O)c3cnccn3)c2O[C@H]1CN(C)S(C)(=O)=O
    -19 | 5
- C[C@H](CO)N1C[C@H](C)[C@@H](CN(C)C(=O)Nc2ccc(F)cc2)Oc2c(NC(=O)C3CCOCC3)cccc2C1=O
    -11 | -1
- COc1ccc(/C=N/NC(=O)c2ccccn2)cc1O
    -21 | -6
- C[C@@H]1CN([C@@H](C)CO)C(=O)CCCn2cc(nn2)CO[C@@H]1CN(C)S(=O)(=O)c1ccc2ccccc2c1
    21 | nt
- Cc1ccc(S(=O)(=O)Nc2ccc3c(c2)C(=O)N([C@@H](C)CO)C[C@H](C)[C@H](CN(C)C(=O)Nc2ccc(C(F)(F)F)cc2)O3)cc1
    10 | -7
- CC(C)NC(=O)N(C)C[C@H]1Oc2ccc(NC(=O)Nc3cccc4ccccc34)cc2CC(=O)N([C@H](C)CO)C[C@H]1C
    5 | 12
- C[C@H](CO)N1C[C@H](C)[C@H](CN(C)C(=O)Nc2ccccc2C(F)(F)F)OCc2cnnn2CCCC1=O
    5 | nt
- C[C@@H]1CN([C@H](C)CO)C(=O)Cc2cc(NC(=O)C3CCCCC3)ccc2O[C@H]1CN(C)Cc1ccc2c(c1)OCO2
    39 | -1
- CNC[C@H]1Oc2c(NC(=O)Nc3ccccc3)cccc2C(=O)N([C@@H](C)CO)C[C@@H]1C
    4 | -1

Remaining list, next part:
The line under a structure holds: T cruzi intra | INS-1E rescue
- Cc1noc(C)c1NC(=O)Nc1cccc2c1O[C@@H](CN(C)Cc1ccc(C(=O)Nc3ccccc3N)cc1)[C@@H](C)CN([C@@H](C)CO)C2=O
    19 | -15
- Cc1ccc(S(=O)(=O)N(C)C[C@@H]2Oc3ccc(NS(=O)(=O)c4ccc(F)cc4)cc3C(=O)N([C@H](C)CO)C[C@@H]2C)cc1
    53 | -2
- Cc1ccc(S(=O)(=O)N(C)C[C@@H]2Oc3c(NC(=O)c4ccncc4)cccc3C(=O)N([C@H](C)CO)C[C@H]2C)cc1
    -13 | 4
- C[C@@H]1CN([C@@H](C)CO)C(=O)c2cc(NC(=O)CCCN(C)C)ccc2O[C@@H]1CN(C)S(=O)(=O)c1cccs1
    10 | nt
- C[C@@H]1CCCCO[C@H](CN(C)C(=O)Nc2ccc(F)cc2)[C@@H](C)CN([C@H](C)CO)C(=O)c2cc(NC(=O)c3ccncc3)ccc2O1
    -18 | 0
- COc1ccc(S(=O)(=O)Nc2ccc3c(c2)C(=O)N([C@H](C)CO)C[C@H](C)[C@H](CN(C)CC2CC2)O3)cc1
    -2 | -1
- C[C@H]1CN([C@@H](C)CO)C(=O)c2cc(NC(=O)Cn3cnnn3)ccc2O[C@@H]1CN(C)S(=O)(=O)c1ccccc1
    10 | -7
- COc1ccc(CN(C)C[C@H]2Oc3c(NC(=O)NC(C)C)cccc3C(=O)N([C@H](C)CO)C[C@H]2C)cc1
    -9 | 7

Screens: PubChem, Broad Institute

Some of the compounds tested; count on the stated rates, not on these rows.
